Assay outcomes from PubChem.
HCMV antiviral: blocks human cytomegalovirus replication; HFF cells, HCMV-luciferase reporter, 72 h; active compounds read low; activity change, negative = inhibition, % at 57.5 µM; 410,000 compounds, 4.5% hits; AID 1259415; in the data active means activity change below about -60%; inconclusive means no clear call, values can overlap the other calls; inactive means above about -39%
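HFF cells seeded 16 h at 37C, treated with compounds, infected with luciferase-reporter HCMV at MOI 1 PFU/cell; luciferase read at 72 h post infection, normalized to buffer-only and Salinomycin controls.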
LmPK inhibitor: LmPK (Leishmania mexicana) enzyme inhibition; purified LmPK, Kinase-Glo ATP luminescence, 1 h; Potency, µM (series often up to 57.5 µM), without a hit: at the highest dose activity change, negative = inhibition, actives largely listed as inhibitors; 290,000 compounds, 0.37% hits; AID 1721; further: potency means the concentration at half of the fitted maximal effect
Target sequence (Q27686 whole entry, looked up): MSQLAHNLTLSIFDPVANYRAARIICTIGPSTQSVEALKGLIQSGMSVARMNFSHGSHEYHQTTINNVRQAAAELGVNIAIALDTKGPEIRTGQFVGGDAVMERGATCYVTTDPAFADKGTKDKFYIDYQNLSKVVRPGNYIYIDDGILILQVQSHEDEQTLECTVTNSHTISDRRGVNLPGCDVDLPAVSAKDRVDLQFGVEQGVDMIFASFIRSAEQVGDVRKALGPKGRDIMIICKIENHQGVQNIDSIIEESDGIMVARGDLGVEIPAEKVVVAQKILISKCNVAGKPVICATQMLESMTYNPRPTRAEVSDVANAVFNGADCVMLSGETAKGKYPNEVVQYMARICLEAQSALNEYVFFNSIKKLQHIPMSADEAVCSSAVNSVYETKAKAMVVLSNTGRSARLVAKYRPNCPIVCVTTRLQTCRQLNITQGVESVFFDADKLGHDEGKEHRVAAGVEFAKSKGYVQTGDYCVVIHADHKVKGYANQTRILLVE
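Purified LmPK (0.1 nM) converted ADP (0.1 mM) to ATP with PEP (0.5 mM) in imidazole buffer pH 7.2 with KCl and MgCl2, 1 h at room temperature. ATP was read by Kinase-Glo luminescence; data normalized to uninhibited and no-enzyme controls.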
AMA1-RON2 inh: disrupts binding of P. falciparum AMA1 to RON2. AlphaScreen AMA1-biotinylated RON2 peptide binding. 360,000 compounds, 0.2% hits. Potency, µM (highest dose often 58.2 µM), for inactives: at the highest dose activity change, negative = inhibition, usual class: inhibitors;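 further: potency means the concentration at half of the fitted maximal effect; 0% = vehicle wells and -100% = peptide control; nearly all actives have a fitted effect of over 45% in size; some results filed as inactive show a strong effect at the top dose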
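AMA1 (3D7) with his tag at 25 nM final met compounds first, then biotinylated RON2 peptide at 25 nM; detection used donor plus acceptor beads, 10 µg/mL apiece, read by AlphaScreen after 30 min at room temperature.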
AmpC inh no detg: AmpC beta-lactamase inhibition without detergent | P00811 | AmpC nitrocefin hydrolysis, absorbance 480 nm, 0.0001% Triton | Potency, µM (highest dose often 57.1 µM), for the others: top-dose activity change, negative = inhibition, usual class: inhibitors | 330,000 compounds, 0.52% hits | AID 485341;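 further: potency means the concentration at half of the fitted maximal effect; plate controls were no compound for no effect and no enzyme for full effect; nearly all actives have a fitted effect of over 20% in size; some results filed as inactive show a strong effect at the top dose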
Target sequence (P00811 whole entry, looked up): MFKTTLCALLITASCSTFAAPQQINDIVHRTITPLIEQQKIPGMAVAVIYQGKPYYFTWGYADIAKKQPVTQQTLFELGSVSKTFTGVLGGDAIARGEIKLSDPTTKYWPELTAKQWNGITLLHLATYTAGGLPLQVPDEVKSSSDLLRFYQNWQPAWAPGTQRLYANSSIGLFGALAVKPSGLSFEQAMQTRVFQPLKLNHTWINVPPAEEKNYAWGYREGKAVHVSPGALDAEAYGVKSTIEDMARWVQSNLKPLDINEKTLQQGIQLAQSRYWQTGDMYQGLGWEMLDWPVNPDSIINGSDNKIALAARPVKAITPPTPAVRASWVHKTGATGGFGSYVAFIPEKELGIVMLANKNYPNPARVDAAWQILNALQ
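AmpC (5.3 nM in the dispensed reagent) in 20 mM phosphate pH 7.0 with 0.01% (detergent screen) or 0.0001% Triton X-100 was preincubated with compounds for 15 min at room temperature. Nitrocefin was then added from an 800 uM solution, and hydrolysis was followed at 480 nm.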
AmpC detergent: AmpC beta-lactamase inhibition with detergent present; P00811; AmpC hydrolysis of nitrocefin, absorbance 480 nm, 0.01% Triton; Potency, µM (doses to about 114 µM), without a hit: at the highest dose activity change, negative = inhibition, hits mostly inhibitors; 370,000 compounds, 0.041% hits;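 further: potency means the concentration at half of the fitted maximal effect; 0% = no-compound wells and -100% = no-enzyme wells; nearly all actives have a fitted effect of over 25% in size; some results filed as inactive show a strong effect at the top dose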
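20 mM phosphate pH 7.0 + 0.01% (detergent screen) or 0.0001% Triton X-100; 5.3 nM AmpC reagent; cpd preinc 15 min RT; nitrocefin (800 uM stock) to start; A480 q20 s × 4 min; Activity was normalised to no-enzyme and no-compound control wells.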
TbPYK inhibitor: blocks Trypanosoma brucei pyruvate kinase; TbPYK enzyme, Kinase-Glo Plus ATP luminescence, 45 min; Potency, µM (titrated, usually from 76.8 µM), for inactives: at the highest dose activity, negative = inhibition, usual class: inhibitors; 410,000 compounds, 0.12% hits; AID 624173; further: potency means the concentration at half of the fitted maximal effect; nearly all actives have a fitted effect of over 50% in size
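Assay buffer: 50 mM TEA pH 7.2, 100 mM KCl, 10 mM MgCl2, 0.05% BSA, 0.01% Tween-20. Pyruvate kinase from T. brucei plus substrate met compound, then ADP (130 uM final). Luminescence was read post 45 min RT.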
HCV inh: HCV inhibition; Potency, µM (series often up to 41.8 µM), for the others: at the highest dose activity change, negative = inhibition, usual class: inhibitors; Huh7.5.1 HCVcc-Cre infection, luciferase reporter, 44 h; AID 651820; 340,000 compounds, 3.4% hits; further: potency means the concentration at half of the fitted maximal effect
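Cells seeded at 1,000/well and cultured 4 h, then compounds added followed by HCVcc-Cre virus (~0.5 moi). After 44 h further culture, luciferase substrate was added, plates held 15 min at room temperature, and luminescence read for 15 sec.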
* hit, by the source's call; ? = inconclusive; / = not tested or not shown; & = joins results of further samples; [ ] = another dose, or the depositor's remark. Unless noted, the call rests on the fitted dose curve; in most records, active means well fitted curve in the direction sought with a large enough effect; inconclusive means small, poorly fitted or top-dose-only effect, or another doubt; inactive means no such curve, though single readings can be large; an effect the other way counts as inactive or inconclusive. Unless noted, on the % scale 0 is the no-effect control and ±100 the full control effect.

SMILES	HCMV antiviral	LmPK inhibitor	AMA1-RON2 inh	AmpC inh no detg	AmpC detergent	TbPYK inhibitor	HCV inh
COc1ccc(NC(=O)CCS(=O)(=O)c2ccc3c(c2)NC(=O)C(C)S3)cc1OC (stereo unspecified)	26	3%	-12%	-49%	?	-3%	5%
CCOc1ccccc1CNC(=O)C1CCN(C2=NS(=O)(=O)C(c3ccc(C)c(C)c3)=C2C)CC1	-8	/	/	/	-11%	-6%	/
CC(=O)NC(CC(=O)NNC(=O)c1cc2ccccc2cc1O)c1ccccc1 (stereo unspecified)	104	-5%	88%[activator]	-9%	9%	4%	-5%
CCN(CCCNC(=O)CN(C)S(=O)(=O)c1cccc2nsnc12)c1cccc(C)c1	-14	-3%	-18%	82%[activator]	-9%	-2%	?
Cc1cccc(C)c1OCCOC(=O)c1n[nH]c2ccccc12	?	16%	1%	-18%	4%	2%	?
CCOc1ccc(NS(=O)(=O)c2cc(C(=O)NCCCN3CCOCC3)ccc2C)cc1	0	/	93%[activator]	1%	-9%	-3%	3%
CC1CCC(=O)N(CCC#N)CC1 (stereo unspecified)	?	0%	16%	-4%	-1%	2%	18%
CCOc1ccc(NC(=O)Cn2c(CCC(=O)O)ccc2-c2ccc(C)cc2)cc1	18	/	/	/	13%	-7%	/
CC1(C)CC(NCc2ccncc2)CC(C)(C)N1	-29	-1%	-11%	-18%	?	6%	5%
O=[N+]([O-])c1cc(S(=O)(=O)N2CCCC2)ccc1NN=C1CCCC1	?	0%	-25%	-24%	-10%	2%	?
CCN(C(=O)c1cn(CC)c(=O)c2cc(OC)c(OC)cc12)c1ccccc1C	-17	-1%	-14%	60%[activator]	-9%	1%	?
Nc1nc(N)nc(-c2cccc(Cl)c2Cl)n1	-21	/	0%	-8%	?	3%	8%
Cc1cccc(CSc2nc3ccncc3n2CC(=O)Nc2ccc(C)c(C)c2)c1	/	0%	/	3.2µM*	-13%	/	-2%[8.37 µM]
CCNc1ccc(C(=O)OCC)cc1NC(=O)c1cc(S(=O)(=O)N2CCOCC2)ccc1C	-2	-14%	2%	29%	-1%	-4%	?
COc1ccc(C(=O)N=c2sc3ccccc3n2C)cc1OC	32	3%	-2%	0%	1%	1%	-29%
O=C(c1ccco1)N1CCN(c2nc(C3CC3)nc3c2nnn3Cc2ccccc2Cl)CC1	-36	5%	-25%	42%	1%	0%	?
O=C(COC(=O)Cc1ccc(F)cc1)NC(=O)c1ccccc1	-34	/	11%	-25%	-16%	1%	8%
Nc1nonc1-n1nnc(C(=O)N/N=C/c2cccc(Cl)c2)c1CSc1ccc(Cl)cc1	-34	-7%	13%	-31%	-8%	2%	-6%
COCCCN(C(=O)c1cc(Cl)nc2ccccc12)c1c(N)n(Cc2ccccc2)c(=O)[nH]c1=O	-5	/	-7%	3%	0%	0%	8%
COc1ccc(NC(C)=O)cc1NC(C)C(=O)Nc1cc(C(F)(F)F)ccc1N1CCOCC1 (stereo unspecified)	-33	6%	-6%	182%[activator]	-11%	6%	?
Cc1ccc2[nH]c(CSc3nnc(C)s3)cc(=O)c2c1	2	/	/	/	8%	2%	/
OCCN1CCN(Cc2ccc3ccccc3c2)CC1	-12	-2%	?	-9%	-6%	-11%	12%
O=C(COc1ccc2ccccc2c1)Nc1ccc(Br)cc1C(=O)O	-29	8%	-23%	-32%	0%	-3%	-6%
CCC(C)[C@H]1CN=C(N)N1CCCc1cc(OC)c(OC)c(OC)c1 (stereo partly specified)	-25	-2%	-3%	4%	-4%	-4%	9%
COc1ccc(NC2CC(=O)N(c3cc([N+](=O)[O-])ccc3C)C2=O)cc1 (stereo unspecified)	?	-3%	-16%	-33%	3%	1%	-7%
C/C(N)=C(/C#N)C(=O)CSc1nnc(-c2ccc(OC(F)F)cc2)o1	32&126	5%	29%&-1%	-19%	4%	2%&-22%	?
COc1ccc(C(=O)N[C@H](C(=O)NCCCSc2ccccc2)C(C)C)cc1	-5	/	-13%	-14%	/	0%	-20%
Cc1noc(C)c1S(=O)(=O)N1CCC(C(=O)c2ccccc2)CC1	-9	2%	9%	3%	-6%	2%	-8%
COc1nc(N2CCOCC2)nc(C)c1[N+](=O)[O-]	10	-2%	8%[11.6 µM]	-16%	3%	-1%	-5%
CCN(C[C@H]1N[C@@](Cc2ccccc2)(C(=O)OC)[C@H]2C(=O)N(C)C(=O)[C@@H]12)S(=O)(=O)c1ccc(OC(F)(F)F)cc1	3	/	-5%	227%[activator]	/	5%	?

Part of the list above, bar-delimited.
SMILES | HCMV antiviral | LmPK inhibitor | AMA1-RON2 inh | AmpC inh no detg | AmpC detergent | TbPYK inhibitor | HCV inh
CCC(C)[C@H]1CN=C(N)N1CCCc1cc(OC)c(OC)c(OC)c1 (stereo partly specified) | -25 | -2% | -3% | 4% | -4% | -4% | 9%
COc1ccc(NC2CC(=O)N(c3cc([N+](=O)[O-])ccc3C)C2=O)cc1 (stereo unspecified) | ? | -3% | -16% | -33% | 3% | 1% | -7%
C/C(N)=C(/C#N)C(=O)CSc1nnc(-c2ccc(OC(F)F)cc2)o1 | 32&126 | 5% | 29%&-1% | -19% | 4% | 2%&-22% | ?
COc1ccc(C(=O)N[C@H](C(=O)NCCCSc2ccccc2)C(C)C)cc1 | -5 | / | -13% | -14% | / | 0% | -20%
Cc1noc(C)c1S(=O)(=O)N1CCC(C(=O)c2ccccc2)CC1 | -9 | 2% | 9% | 3% | -6% | 2% | -8%

Further compounds:
SMILES	HCMV antiviral	LmPK inhibitor	AMA1-RON2 inh	AmpC inh no detg	AmpC detergent	TbPYK inhibitor	HCV inh
COc1ccc(NC(=O)CN(C)S(=O)(=O)c2cnc[nH]2)cc1OC	-37	0%	11%	-4%	-3%	-2%	15%
Cn1c(-c2ccc(Br)cc2)cnc1NCc1ccc(C#N)cc1	19	-5%	?	-9%	?	-10%	-13%
CC(=O)OC1CC2(C)C(=O)CCC2C2CCc3cc(O)ccc3C12 (stereo unspecified)	6	-2%	4%	-1%	3%	19%	17%
C=CC[C@@H](CC(=O)N[C@@H](CO)Cc1ccccc1)C(=O)N[C@H](C)COC(=O)[C@@H](CC=C)Cc1ccc(F)cc1	-5	/	7%	204%[activator]	/	0%	0%
CC1CC(C)CN(C(C(=O)NC2CCCCC2)c2ccnc3ccccc23)C1 (stereo unspecified)	-21	/	-5%	/	/	5%	/
CCCCOc1ccc(C(=O)NCc2ccccn2)cc1	37	-5%	57%[activator]	0%	?	0%	?
COCCn1cnc2c1c(=O)n(CC(=O)O)c(=O)n2Cc1ccccc1	-17	4%	-6%	-16%	-18%	-10%	13%
Cc1ccc(C(=O)Nc2cc3nn(-c4ccccc4)nc3cc2Cl)c(C)c1	1	/	/	/	2%	5%	/
N#Cc1ccc(-c2cccs2)nc1SCc1c(F)cccc1Cl	-17	/	/	/	-2%	2%	/
Cc1cc(C)c(C#N)c(SCCS(=O)(=O)c2ccc(Cl)cc2)n1	?	6%	8%	-26%	-8%	1%	?
CCCCCCn1c(O)c(C(C)=NC)c(=O)[nH]c1=O	24	1%	4%	-42%	-3%	3%	1%
COC(=O)C1=C(C)N(C)C(C)=C(C(=O)OC)C1c1ccsc1	116	2%	-4%	0%	?	-3%	-3%
COc1ccc(Cn2c(CO)cnc2SCc2ccc(F)cc2)cc1	-3	/	/	/	-2%	-10%	/
CC(C(Sc1ccccc1N)c1ccccc1)[N+](=O)[O-] (stereo unspecified)	-67*	6%	-5%	-24%	-5%	25µM*	7%
CCn1c(SCC(=O)Nc2nc(-c3ccc(C)cc3)cs2)nnc1-c1ccccc1	-72*	1%	-4%	-23%	-9%	-13%	7.9µM*
CC1CCCCN1C(=O)Cn1cc(C=C2C(=O)N(C)C(=O)N(C)C2=O)c2ccccc21 (stereo unspecified)	-63*	0%	1%	-13%	-7%	-1%	23%
Cc1ccccc1C(=O)Nc1ccnn1C1CCN(C(=O)c2cnsn2)CC1	-21	1%	5%	-8%	-11%	0%	14%
COCCCNC1=C(C#N)C(=O)NC(c2cccs2)S1 (stereo unspecified)	-19	/	26%	/	/	-17%	/
Cc1ccc(NCN2C(=O)C3C4CCC(C4)C3C2=O)cc1 (stereo unspecified)	/	3%	/	-18%	-6%	/	4%
O=c1c2c3nc4ccccc4nc3n(-c3cccc(F)c3)c2ncn1Cc1ccc2c(c1)OCO2	/	3%	/	-7%	?	/	/
COc1cccc(C2C(C(=O)Nc3ccc(C)cc3C)=C(C)Nc3c(C(=O)Nc4ccccc4)cnn32)c1 (stereo unspecified)	-31	/	/	/	-7%	3%	/
CC(C)(C)OC(=O)NCCCC[C@H](NC(=O)[C@H](Cc1c[nH]c2ccccc12)NC(=O)OCc1ccccc1)C(=O)O	?	13%	-6%	66%[activator]	5%	0%	15%
COc1ccc(OC)c(C2CC(=O)N3CN(c4ccccc4)CSC3=C2C#N)c1 (stereo unspecified)	-2	18%	15%	-38%	?	3.5µM*	3%
Cc1cccnc1NC(=O)c1ccccc1-c1ccccc1C(=O)Nc1ncccc1C	-7	-2%	7%	-16%	?	-12%	11%
CCOC(=O)C1=C(C)Nc2sc(C(=O)c3ccc(C)cc3)c(N)c2C1c1ccc(C(=O)OC)cc1 (stereo unspecified)	12	-2%	-22%	-1%	-5%	-4%	?
COc1ccccc1CN1CC(C(=O)N2CCCCO2)CCC1=O (stereo unspecified)	-10	-1%	2%	-13%	1%	-3%	5%
COc1ccc(NC(=O)c2ccc(CN3CCN(c4ccccc4)CC3)cc2)cc1OC	/	-2%	-3%	37%	-2%	-10%	?
Cc1cc(C)cc(-n2c(SCC(=O)N3CCCCCC3)nc3c([nH]c4ccccc43)c2=O)c1	-5	/	/	/	9%	-4%	/
CCN(CC)CCCNC(=O)c1cn(CCOC)c(=O)c2c1c1ccccc1n2C	29	0%	-5%	63%[activator]	-4%	1%	4%
O=C(O)CCn1c(=O)oc2cc(S(=O)(=O)N3CCCC3)ccc21	-7	/	9%	-19%	/	2%	11%
Clc1ccc(CCNCc2ccncc2)c(Cl)c1	-10	-4%	?	-7%	?	-2%	-16%
O=C(CCNC(=O)C1CCN(S(=O)(=O)c2ccc(F)cc2)CC1)NCc1ccc(Cl)cc1	-11	13%	17%	79%[activator]	0%	1%	2%
COc1ccc(CNC(=O)c2cc(=O)[nH]c3ccc(S(=O)(=O)N4CCCC4)cc23)c(OC)c1	-8	/	/	/	2%	7%	/
O=C(Nc1cccc2ccccc12)N1CC=CCC1	6	-3%	0%	-5%	-8%	0%	-19%
